# Keap1-Nrf2 PPI: disrupts human Keap1 binding to Nrf2 peptide; Q14145; Keap1 Kelch-Nrf2 peptide fluorescence polarization, 1536-well; inhibition, % at 9.4 µM; 340,000 tested, 0.15% active; in the data active means inhibition above about 12%; inconclusive means no clear call, values can overlap the other calls; inactive means below about 7.3%;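 further: human Keap1 Kelch domain with fluorescein labeled Nrf2 9mer peptide probe; 0% = neutral control wells and 100% = peptide positive control; higher means more block of Keap1 binding to Nrf2 peptide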
# Rtt109 Vps75: C. albicans Rtt109 histone acetyltransferase inhibition | Q5AAJ8 | purified Rtt109/Vps75, ThioGlo CoA-SH fluorescence, 4 h | inhibition, % at 34.9 µM | 330,000 tested, 0.16% active;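 active means inhibition of at least 50% in every replicate; inconclusive means best replicate reaches 50% inhibition but some replicates fall short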
# Target sequence (Q5AAJ8 whole entry, looked up): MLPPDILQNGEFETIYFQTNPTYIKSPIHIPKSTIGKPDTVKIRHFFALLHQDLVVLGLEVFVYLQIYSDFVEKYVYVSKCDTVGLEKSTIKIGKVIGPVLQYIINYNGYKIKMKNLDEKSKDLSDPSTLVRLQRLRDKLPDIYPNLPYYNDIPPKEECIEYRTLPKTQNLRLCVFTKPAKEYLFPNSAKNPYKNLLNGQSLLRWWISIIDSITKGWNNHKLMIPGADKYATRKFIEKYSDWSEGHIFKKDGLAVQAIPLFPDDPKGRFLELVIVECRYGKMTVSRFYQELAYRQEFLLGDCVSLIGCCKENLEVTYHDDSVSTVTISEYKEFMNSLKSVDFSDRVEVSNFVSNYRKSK
# CAL PDZ FP-1: human CAL PDZ-peptide interaction inhibition | AID 504414 | inhibition, % at 20 µM | Q9HD26 | 330,000 tested, 0.02% active | purified CAL PDZ, TMR-peptide fluorescence polarization, 1 h;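 active means highest replicate inhibition of at least 40%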;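 further: plate controls were DMSO neutral control wells for no effect and unlabeled competitor peptide control wells for full effect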
#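 Assay system – tagged CAL PDZ protein CerCALP, purified · Timing – 1 h at RT · Compound – single point, 20 µM · Measured by – fluorescence polarization from S- and P-plane intensities, G-factor corrected · Evaluation – inhibition from polarization loss · Probe or stimulus – TMR reporter peptide T*-PRC34 · Buffer or medium – pH 7.4 phosphate-saline buffer, reducing agent, detergent, IgG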
# DAGLB inhibitor: diacylglycerol lipase beta (human) inhibition; Q8NCG7; HEK293T DAGLB membrane lysate, EnzChek fluorogenic substrate; inhibition, % at 5.17 µM; 340,000 tested, 0.059% active; AID 504411; in the data active means inhibition above about 34%;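 further: 0% = enzyme with vehicle and 100% = wells lacking enzyme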
# C-LANA FP: blocks KSHV LANA C-terminal domain binding to DNA; MBP-C-LANA/FAM-LBS DNA binding, fluorescence polarization; inhibition, % at 9 µM; 340,000 tested, 0.078% active; AID 504423;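 active means highest replicate inhibition at or above 60% at 9 µM, even if other replicates fall short; inactive means all replicates below 60% inhibition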;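 further: 0% = neutral control wells and 100% = 4 µM acridine orange control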
# SR-BI DiI-HDL act: SR-BI HDL lipid transfer activation. CHO ldlA[mSR-BI] cells, DiI-HDL uptake fluorescence, 3 h; 100 = double the neutral-control signal. activation, % at 12.5 µM. 320,000 tested, 0.096% active. AID 504775;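 active means mean replicate activation of at least 60% and every replicate at or above 60%; inconclusive means mean or all-replicate condition met, but not both; inactive means mean below 60% and not all replicates reaching 60%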;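 further: 0% = median plate neutral-control signal and 100% = twice that signal; values of inactives mirror those of a sister screen read the other way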
#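 system = CHO ldlA[mSR-BI] cells, LDL receptor-null, SR-BI overexpressing | medium = Ham's F12 with 0.5% BSA, HEPES 25 mM, pH 7.4 | probe or stimulus = DiI-HDL 10 µg/mL | compound dosing = single-point compound dose | incubation = compound exposure 3 h, 37 °C | technique = DiI fluorescence, bottom read | read-out = cell-associated DiI fluorescence as measure of HDL uptake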
# CAL PDZ FP-2: blocks peptide binding to the human CAL PDZ domain. AID 602252. purified CAL PDZ, TMR-peptide fluorescence polarization, 1 h. inhibition, % at 24.9 µM. 300,000 tested, 0.92% active;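 active means mean inhibition of at least 30% with at least half of replicates also reaching 30%; inconclusive means no clear call, values can overlap the other calls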;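 further: 0% = DMSO neutral control and 100% = excess unlabeled competitor peptide PRC23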
# PKA-R2B activ: activators of human PKA-R2B complex. P22694+P31323. PKA-R2B holoenzyme dissociation, Cy5-IP20 fluorescence polarization; R2B truncated from residue 108, S112A mutant; 0% DMSO only, 100% 113 µM cGMP. activation, % at 11.4 µM. 340,000 tested, 0.079% active;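 active means activation above a cutoff set at the mean over all compounds plus 3 SD, cut at about 18% in these data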;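 further: higher means more holoenzyme dissociation and a rise in polarization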
# Target sequence (P31323 whole entry, looked up, other chains not shown, the tested form may be a part): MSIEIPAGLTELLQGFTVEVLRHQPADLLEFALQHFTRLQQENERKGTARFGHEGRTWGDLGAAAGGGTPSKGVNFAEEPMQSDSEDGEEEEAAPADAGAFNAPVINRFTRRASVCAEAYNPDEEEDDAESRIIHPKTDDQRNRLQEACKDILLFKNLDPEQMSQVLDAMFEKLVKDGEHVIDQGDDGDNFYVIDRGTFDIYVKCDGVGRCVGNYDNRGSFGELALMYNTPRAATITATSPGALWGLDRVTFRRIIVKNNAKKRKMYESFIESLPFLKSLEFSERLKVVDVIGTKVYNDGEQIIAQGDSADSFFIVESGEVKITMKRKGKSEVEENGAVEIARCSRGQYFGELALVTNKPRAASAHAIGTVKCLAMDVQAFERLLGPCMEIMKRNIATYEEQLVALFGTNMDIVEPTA
# Cardiac RTF inh: cardiac RTF calcium desensitization; P19429+P45379; IANBD-labeled cardiac RTF, Ca2+ fluorescence; inhibition, % at 7.15 µM; 340,000 tested, 0.12% active; AID 493244;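 active means inhibition above the mean inhibition of all tested compounds plus 3 SD, cut at about 17% in these data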;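 further: assay run at fixed EC70 calcium of 1.6 mM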
# cardiac RTF act: cardiac RTF calcium sensitization | IANBD-labeled TnC RTF fluorescence at EC20 calcium; 0% EC20 calcium, 100% full calcium | activation, % at 7.2 µM | 340,000 tested, 0.24% active | AID 493008;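 active means activation above the mean over all tested compounds plus 3 SD, cut at about 30% in these data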;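 further: rise in fluorescence read as greater calcium sensitivity of cardiac thin filaments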
# The depositor's hits bear a star; ? = inconclusive; . = no result given.
SMILES,Keap1-Nrf2 PPI,Rtt109 Vps75,CAL PDZ FP-1,DAGLB inhibitor,C-LANA FP,SR-BI DiI-HDL act,CAL PDZ FP-2,PKA-R2B activ,Cardiac RTF inh,cardiac RTF act
Cc1noc(/C=C/N(C)C)c1S(=O)(=O)N1CCC(C(=O)Nc2ccc(Cl)cc2)CC1,-36,-13,-2.5,9,-2.6,-15,-7,-5,9,-8
COc1ccc(CCNC(=O)CCS(=O)(=O)Cc2ccccc2C)cc1OC,-5,9,-0.1,0,-1.4,-9,22,3,-12,3
Cc1cc(C)c(-c2cc(C)nc3ncnn23)c(C)c1,-3,7,0.4,-4,-2.0,-10,-5,-18,-5,-1
CCOc1ccc(NC(=O)C2CC(=O)N(CC)C(=Nc3ccc4c(c3)OCO4)S2)cc1 (stereo not drawn),-4,-6,-2.0,-8,0.0,-27,-2,-10,-4,-15
CC1C(=O)N2CCCc3cc(S(=O)(=O)NCc4ccc(Cl)cc4)cc1c32 (stereo not drawn),-3,-2,-3.3,2,-0.7,19,-4,-5,0,-3
CC(=O)NC(CCS(C)(=O)=O)C(=O)Nc1cc(C)on1 (stereo not drawn),-4,6,-1.3,1,0.8,18,0,8,1,23
Cc1ccccc1-c1cc(C(=O)NCc2ccco2)nn1CC1CC(c2cccc([N+](=O)[O-])c2)=NO1 (stereo not drawn),-4,-13,0.4,0,-0.1,-24,-2,2,8,-1
N#CC1=C2SCN(c3ccccc3)CN2C(=O)CC1c1ccccc1Cl (stereo not drawn),-3,4,-0.3,2,-1.6,9,-1,5,-5,2
Cc1cccc(N2C(=O)C3CCCN3C2=S)c1 (stereo not drawn),0,12,-0.9,-3,1.2,14,10,-5,1,-3
CC(C)C(=O)OCC(=O)NCc1ccccc1Cl,-4,0,-0.7,3,0.7,15,4,-5,4,2
O=[N+]([O-])c1ccc(N/N=C/c2cccc(O)c2O)cc1,-1,7,0.1,13,2.6,-41,-4,-4,-14,-5
O=C(Nc1cc2c(oc1=O)CCCC2=O)c1ccc(Cl)cc1,2,-1,0.4,1,7.0,-1,0,-4,1,3
Cn1c(=O)c(C(N)=S)cn(-c2ccccc2)c1=O,-4,7,-1.5,0,-2.0,.,3,-5,-2,8
CCC(C)(C)NC(=O)Cn1c(=O)oc2cc(S(=O)(=O)N3CC(C)CC(C)C3)ccc21 (stereo not drawn),-2,-28,-2.5,1,-0.5,11,1,-1,-8,-3
COc1ccc(C(=O)CCN2CCN(c3ccc(OC)cc3)CC2)cc1,-21,-20,-0.3,-1,-0.3,12,.,-5,-6,-3
O=C(Nc1ccc2c(c1)OCCO2)c1ccc(Cl)cc1,2,-5,0.0,-2,2.1,7,.,6,-5,2
O=C(COC(=O)CCc1c[nH]c2ccccc12)NC1CCS(=O)(=O)C1 (stereo not drawn),-4,6,-0.5,0,0.5,1,11,-1,-1,-2
CC(=O)N1c2ccc(S(=O)(=O)NCCC(=O)Nc3cccc(Cl)c3)cc2CC1C (stereo not drawn),0,14,-2.9,1,1.5,-1,-2,-8,-1,1
COCc1cc(=O)[nH]c(-c2ccccc2OC(F)(F)F)n1,-3,1,0.1,3,-2.5,21,.,2,-1,-7
O=C(OCCN=C1NS(=O)(=O)c2ccccc21)c1ccccc1,-3,5,-1.4,0,0.4,-4,-4,2,-7,-3
NS(=O)(=O)c1ccc(NC(=O)COC(=O)Cn2cnc3ccccc3c2=O)cc1,-8,3,0.2,1,0.2,18,.,-10,5,-3
COc1ccc(C(CNC(=O)c2cc3ccccc3cc2O)N2CCOCC2)cc1 (stereo not drawn),-3,-7,-3.0,0,-1.4,-4,-1,-8,-9,-4
Cn1c(SCC(=O)NC2CCCC2)nnc1C(F)(F)F,-1,8,-0.4,-1,-1.0,29,0,-7,3,-4
Cn1c(SCC(=O)NCC2COc3ccccc3O2)nnc1C(F)(F)F (stereo not drawn),3,-3,0.1,0,0.0,2,.,-11,4,-4
COc1ccc(C(=O)OCC(=O)NC2CC2)cc1S(=O)(=O)N1CCOCC1,-5,-10,-1.8,0,0.8,-2,2,-1,-3,-9
Nc1ccc(CCn2ccnc2)cc1,-3,3,-2.9,-2,-0.1,-18,.,13,-12,4
O=C1CC(NS(=O)(=O)c2ccc([N+](=O)[O-])cc2)CN1c1cccc(F)c1 (stereo not drawn),3,-3,-2.9,1,13,-18,-4,-12,-2,-4
Cc1noc(C)c1C(=O)NNc1ccc(C(C)C)cc1,3,-23,-0.5,2,1.1,-8,-2,3,4,0
N=C(N)SCCc1cnc[nH]1,-10,11,-0.4,1,1.3,13,-3,-4,0,-2
CCOc1ccccc1CNC(CC)CO (stereo not drawn),-2,.,0.1,2,0.9,15,-6,2,6,4

# The closing 4 entries of the section above lead into the next:
SMILES,Keap1-Nrf2 PPI,Rtt109 Vps75,CAL PDZ FP-1,DAGLB inhibitor,C-LANA FP,SR-BI DiI-HDL act,CAL PDZ FP-2,PKA-R2B activ,Cardiac RTF inh,cardiac RTF act
O=C1CC(NS(=O)(=O)c2ccc([N+](=O)[O-])cc2)CN1c1cccc(F)c1 (stereo not drawn),3,-3,-2.9,1,13,-18,-4,-12,-2,-4
Cc1noc(C)c1C(=O)NNc1ccc(C(C)C)cc1,3,-23,-0.5,2,1.1,-8,-2,3,4,0
N=C(N)SCCc1cnc[nH]1,-10,11,-0.4,1,1.3,13,-3,-4,0,-2
CCOc1ccccc1CNC(CC)CO (stereo not drawn),-2,.,0.1,2,0.9,15,-6,2,6,4
Cc1c(C(=O)Nc2cc(F)ccc2F)sc2nc3n(c(=O)c12)CCCCC3,-7,5,-0.5,-1,0.4,-3,1,2,-6,-2
O=C(CSCC(=O)N1CCCCC1)Nc1nc(-c2ccc(Cl)s2)cs1,-1,-8,-2.8,-6,14,-31,-5,7,-4,2
C/C(=N\Nc1ccccc1C)c1cccnc1,-2,-2,-1.3,3,-0.9,-5,-39,4,-8,2
O=C(NNS(=O)(=O)c1ccccc1[N+](=O)[O-])c1ccccc1Cl,-3,5,-1.7,0,-1.6,3,-5,-3,-10,11
O=C(CN1C(=O)c2ccc([N+](=O)[O-])cc2C1=O)Nc1nnc(C2CC2)s1,-4,-6,-0.6,-1,3.9,18,-1,-1,-3,-9
O=C(NCCC1CCCCN1S(=O)(=O)c1ccccc1)C(=O)NCc1ccc(F)cc1 (stereo not drawn),-2,7,-2.7,2,0.2,-3,-2,-10,5,1
Cc1ccnc(NS(=O)(=O)c2ccc(NC(=O)/C=C/c3cccs3)cc2)n1,-5,12,-1.7,1,0.5,8,0,-6,-1,-3
Cc1cc(C)n(-c2cc(Cl)ccc2[N+](=O)[O-])n1,-6,.,-3.0,-3,0.0,14,0,2,10,3
Cc1ccc(Cl)cc1NC(=O)C1CCCCC1C(=O)O (stereo not drawn),-3,-8,-0.7,1,-0.2,1,-2,-2,-1,7
COC(=O)c1ccc(NC(=O)CN2CCC(NC(=O)c3ccco3)CC2)cc1,-2,-7,-1.9,3,0.0,.,-4,5,-4,3
COc1ccccc1OCc1cc(C(=O)N2CC3C[C@@H]4CC2C[C@H](C3)C4)no1,-6,0,-2.7,-3,-1.1,18,-3,3,-6,-2
CCCCCCC(=O)Nc1nc(C)c(-c2csc(Nc3cc(OC)ccc3OC)n2)s1,-8,8,-0.4,3,1.9,-106,-3,-4,-8,-1
Cc1cccc(C(=O)O/N=C(\N)c2cccc([N+](=O)[O-])c2)c1,-5,-11,-1.4,-3,-0.1,-22,.,3,2,0
Cc1ccc(C(=O)OCC(=O)NC(C)C)cc1S(=O)(=O)N1CCOCC1,2,12,0.6,0,-1.6,10,4,3,-8,2
COc1cc(C2C(C(=O)c3cccs3)=C(O)C(=O)N2Cc2ccco2)cc(OC)c1OC (stereo not drawn),1,17,-1.1,1,-0.2,9,-3,8,2,4
COCCNC(=O)CN1C(=O)COc2ccc(Cl)cc21,1,-12,-0.9,-1,-1.0,.,.,-4,-2,0
CCOn1c(=O)c(C)[n+]([O-])c2ccccc21,-2,1,.,-1,-2.8,2,-1,2,-9,3
COc1ccc(Cl)cc1Nc1nc(N)c2ccccc2n1,3,4,1.3,-1,-2.2,-58,0,1,5,0
Fc1ccc(COc2ccccc2-c2ccnc3ncnn23)cc1,-2,-6,-4.2,0,0.9,-12,.,6,1,1
CCN(CC)C(=O)CSc1nnc(COc2ccc(OC)cc2)n1N,1,-6,-1.4,-2,0.6,8,5,-11,6,-4
O=C(CNC(=O)c1cccc(Br)c1)N/N=C/c1cn[nH]c1-c1ccccc1,-7,0,-4.2,3,-0.5,-37,-13,-3,8,0
CCOc1ccc2c(c1)nc(C)n2C,-4,21,-0.8,.,-0.6,26,.,.,.,.
CCC(C(=O)NC1CCCCC1)n1nc(C)c2c(C)n(-c3ccccc3)nc2c1=O (stereo not drawn),0,0,0.2,0,-2.2,2,.,3,-11,5
COc1ccc(-c2cc(C(=O)OCC(=O)N(C)C3CCS(=O)(=O)C3)c3ccccc3n2)cc1OC (stereo not drawn),-4,12,-3.9,-1,-0.4,-60,.,-6,-6,9
CCOC(=O)Cc1csc(SCC(=O)/C(C#N)=C(\C)N)n1,2,-6,-3.5,1,-1.9,-2,6,7,-10,-1
COc1ccccc1NC(=O)c1ccccc1C(=O)N(C)Cc1ccccc1,-3,-4,-0.5,0,-0.8,30,14,-2,1,14
CCOc1ccc(N2C(=O)CC(NC3CCCCNC3=O)C2=O)cc1 (stereo not drawn),-3,7,1.7,0,0.1,12,.,-7,-4,0
C#Cc1ccc([C@@H]2C=C(C(=O)NCc3ccccc3)O[C@H](OCc3ccc(CO)cc3)C2)cc1,-4,2,-0.3,1,-0.2,-14,-6,-4,7,-2
Nc1c(Cl)ncnc1N/N=C/c1cccnc1,-2,8,-2.4,0,1.6,18,9,-9,-3,5
CC1CN(C(=O)CCC(=O)N2CCN(c3cccc(C(F)(F)F)c3)CC2)c2ccccc2O1 (stereo not drawn),2,?,-2.0,-2,-1.2,-47,-2,-18,-5,-1
CCc1ccc2c(c1)C(=O)C[C@]1(CCC[C@H](C)C1)O2,5,2,0.5,-6,0.7,-44,1,0,1,1
Fc1ccc(NC(=S)NN2CCOCC2)cc1Cl,-6,11,0.0,0,1.2,9,-1,-15,-13,-4

# High-throughput results (PubChem BioAssay)

# Rows were taken by chance (roughly 1.6% active in at least one column).
